# Vif-A3F inh: Vif-A3F binding inhibition. HeLa A3F-eYFP + Vif (tagged APOBEC3F with the HIV-1 protein that degrades it), YFP fluorescence increase. Potency, µM (titrated, usually from 46.1 µM), for inactives: top-dose activity, negative = active. 390,000 compounds, 0.2% hits. AID 602313; further: % of control where 0% means no effect; nearly all actives have a fitted effect of over 65% in size
#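 Fluorescence increase (Ex 488/Em 500-530) after overnight compound treatment at 37 deg C flags inhibition of Vif-driven A3F-eYFP loss in stable HeLa A3F-eYFP/Vif cells seeded overnight beforehand.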
# USP1-UAF1 inh: USP1/UAF1 (human) deubiquitinase inhibition. O94782. recombinant USP1/UAF1, Ub-Rhodamine cleavage fluorescence. Potency, µM (titrated, usually from 57.1 µM), for the others: top-dose activity change, negative = inhibition, most hits filed as inhibitors. 390,000 compounds, 0.23% hits. AID 743255; further: on the % scale 0 is the no-effect control and ±100 the full control effect; nearly all actives have a fitted effect of over 60% in size; inactives centre near -12
#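 USP1/UAF1 complex (1 nM) preincubated 15 min at room temperature with compound, then Ub-Rho substrate (150 nM final) added. Kinetic fluorescence at 480/540 nm over 6 reads at 60 s intervals; 50 mM HEPES pH 7.8, 0.5 mM EDTA, 0.1 mg/ml BSA, 1 mM TCEP, 0.01% Tween-20.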
# IDH1 R132H inh: human IDH1 R132H inhibition. Potency, µM (highest dose often 76.6 µM), for inactives: at the top dose activity change, negative = inhibition, actives largely listed as inhibitors. O75874. IDH1-R132H enzyme, NADPH consumption, diaphorase/resazurin fluorescence. 390,000 compounds, 0.093% hits; further: on the % scale 0 is the no-effect control and ±100 the full control effect; nearly all actives have a fitted effect of over 65% in size
# Target sequence (O75874 whole entry R132H, stated change not applied): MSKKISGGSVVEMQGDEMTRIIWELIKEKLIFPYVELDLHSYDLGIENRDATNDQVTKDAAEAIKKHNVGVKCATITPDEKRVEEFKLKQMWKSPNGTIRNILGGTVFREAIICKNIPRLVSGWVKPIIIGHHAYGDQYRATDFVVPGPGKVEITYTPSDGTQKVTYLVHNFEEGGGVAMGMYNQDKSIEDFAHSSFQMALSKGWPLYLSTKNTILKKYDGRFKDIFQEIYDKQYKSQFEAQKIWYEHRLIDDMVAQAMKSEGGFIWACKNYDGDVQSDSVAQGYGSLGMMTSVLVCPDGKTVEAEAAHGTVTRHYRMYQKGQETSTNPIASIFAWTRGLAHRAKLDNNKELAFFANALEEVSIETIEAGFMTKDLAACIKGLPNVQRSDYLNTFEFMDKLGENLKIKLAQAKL
#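 IDH1-R132H (0.5 ug/mL) preincubated 30 min with compound, then NADPH (0.016 mM) and alpha-KG (2 mM) added; 80 min at RT, pH 7.5. Remaining NADPH coupled via diaphorase/resazurin to fluorescence (540/590 nm); concentration-response curves normalized to no-enzyme control.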
# rTrxR1 inhibitor: blocks rat thioredoxin reductase 1 | 390,000 compounds, 1% hits | recombinant rTrxR1, NADPH fluorescence consumption, selenite substrate | Potency, µM (top dose mostly 114 µM), inactives show at the top dose activity change, negative = inhibition, usual class: inhibitors; further: on the % scale 0 is the no-effect control and ±100 the full control effect; nearly all actives have a fitted effect of over 65% in size
#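 Rat TrxR1 (90 nM in the dispensed reagent) was pre-reduced with 400 uM NADPH for 5 min at room temperature, then incubated with compound for 15 min. After 400 uM selenite was added, NADPH fluorescence (Ex 340/Em 450 nm) was followed for 8 min.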
# ALOX12 inh: ALOX12 (human) lipoxygenase inhibition; Potency, µM (highest dose often 108 µM), for the others: at the highest dose activity change, negative = inhibition, actives largely listed as inhibitors; P18054; 580,000 compounds, 1.1% hits; purified 12hLO, xylenol orange hydroperoxide absorbance; AID 1671190; further: on the % scale 0 is the no-effect control and ±100 the full control effect
# Target sequence (P18054 whole entry, looked up): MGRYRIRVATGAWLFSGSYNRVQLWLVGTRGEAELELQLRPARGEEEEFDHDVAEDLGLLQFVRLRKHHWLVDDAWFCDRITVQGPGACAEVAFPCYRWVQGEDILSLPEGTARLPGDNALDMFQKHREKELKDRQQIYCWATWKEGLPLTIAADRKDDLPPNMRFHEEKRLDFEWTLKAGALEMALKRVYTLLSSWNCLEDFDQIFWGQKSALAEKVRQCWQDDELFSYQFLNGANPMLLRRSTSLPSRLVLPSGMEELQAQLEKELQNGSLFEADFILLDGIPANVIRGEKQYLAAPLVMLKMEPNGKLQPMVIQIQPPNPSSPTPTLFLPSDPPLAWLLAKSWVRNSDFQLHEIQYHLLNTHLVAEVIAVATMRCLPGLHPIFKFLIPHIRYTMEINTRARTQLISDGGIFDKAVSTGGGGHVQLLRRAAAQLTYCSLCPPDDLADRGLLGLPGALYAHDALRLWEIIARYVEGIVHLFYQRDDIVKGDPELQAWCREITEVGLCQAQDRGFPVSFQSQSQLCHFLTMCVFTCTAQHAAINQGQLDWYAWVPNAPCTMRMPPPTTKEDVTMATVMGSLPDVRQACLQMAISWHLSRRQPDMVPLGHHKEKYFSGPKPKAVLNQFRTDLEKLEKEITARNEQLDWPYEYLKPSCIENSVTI
#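 Purified human 12hLO at 150 nM in 25 mM Hepes, 0.01% Triton X-100, pH 7.0, preincubated 15 min at room temperature with compound. Reaction started with 40 uM arachidonic acid, 30 min at room temperature. Hydroperoxide measured by Fe-xylenol orange, 573/405 nm absorbance ratio.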
# TrxR1 substrate: rat thioredoxin reductase 1 substrate activity; O89049; AID 588456; 390,000 compounds, 0.01% hits; purified TrxR1 substrate turnover, NADPH consumption readout; Potency, µM (highest dose often 114 µM), inactives show at the highest dose activity change, negative = substrate turnover; further: on the % scale 0 is the no-effect control and ±100 the full control effect; nearly all actives have a fitted effect of over 50% in size
#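 Rat TrxR1, dispensed at 90 nM, was prereduced with 400 uM NADPH (final) for 5 min at ~22 deg C, then incubated with compound 15 min before 400 uM selenite. A first-read NADPH fluorescence drop versus no-compound background flagged substrates.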
# Vif-APOBEC3G blk: blocks the Vif interaction with human APOBEC3G. Q9HC16. HeLa A3G-eYFP + Vif (tagged APOBEC3G with the HIV-1 protein that degrades it), YFP fluorescence, overnight. Potency, µM (series often up to 46.1 µM), inactives show at the top dose activity, negative = active, most hits filed as inhibitors. 410,000 compounds, 0.076% hits. AID 602310;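 further: on the % scale 0 is the no-effect control and ±100 the full control effect; nearly all actives have a fitted effect of over 60% in size; hits raise eYFP signal because A3G escapes Vif-driven loss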
#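 HeLa cells stably expressing Vif and C-terminally eYFP-tagged A3G, seeded overnight at 37 deg C, then exposed to compound by pintool overnight at 37 deg C. Rise in yellow fluorescence (Ex 488/Em 500-530, Acumen) marks blocked Vif-driven A3G degradation.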
# RXFP1 ag: RXFP1 (human) receptor agonism. Q9HBX9. HEK293T-RXFP1 cAMP TR-FRET, 30 min; response scale: percent of porcine relaxin response, buffer zero. Potency, µM (top dose mostly 57.5 µM), without a hit: at the top dose activation, most hits filed as activators. 370,000 compounds, 0.3% hits. AID 2676; further: on the % scale 0 is the no-effect control and ±100 the full control effect; nearly all actives have a fitted effect of over 60% in size; many of its hits are not listed in these tables
#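 HEK293T cells stably expressing RXFP1 were pretreated with the PDE4 inhibitor Ro 20174, exposed to compounds for 30 min at 37C, lysed, and cAMP was read by TR-FRET. Data normalized to buffer (basal) and 29 nM porcine relaxin (100%).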
# RGS4 inhibitor: inhibitors of human regulator of G protein signaling 4; P49798; Transcreener GDP fluorescence polarization, RGS4-accelerated GTP hydrolysis; AID 504845; 390,000 compounds, 0.039% hits; Potency, µM (doses to about 114 µM), inactives show at the top dose activity change, negative = inhibition, most hits filed as inhibitors; further: on the % scale 0 is the no-effect control and ±100 the full control effect; nearly all actives have a fitted effect of over 75% in size; some results filed as inactive show a strong effect at the top dose
#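 MLSMR compounds (23 nl, pin-transferred) preincubated 10 min at room temperature with a 500nM (2x) first reagent, then RGS4 at 900nM (2x) plus Transcreener GDP mix added; fluorescence polarization (620/688 nm) read before and after 90 min at 30 °C.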
# The depositor's hits bear a star; ? = inconclusive; · = not tested or not shown; & = joins results of further samples; ! = not confirmed by another sample; [ ] = another dose, or the depositor's remark. The call rests on the fitted dose curve; in most records, active means well fitted curve in the direction sought with a large enough effect; inconclusive means small, poorly fitted or top-dose-only effect, or another doubt; inactive means no such curve, though single readings can be large; an effect the other way counts as inactive or inconclusive. Potency means the concentration at half of the fitted maximal effect. A portion of the library; rates above refer to the full screens.
SMILES,Vif-A3F inh,USP1-UAF1 inh,IDH1 R132H inh,rTrxR1 inhibitor,ALOX12 inh,TrxR1 substrate,Vif-APOBEC3G blk,RXFP1 ag,RGS4 inhibitor
COc1ccc(C(=O)NCC(=O)OCC(=O)N2CCc3ccccc32)cc1,8%,-15%,-1%,13%[57.1 µM],-24%,4%[57.1 µM],0%,0.6%,-37%
COc1ccc2c(C)cc(N3CCCCCC3)nc2c1,-14%,-19%,-8%,18%,?,0%,1%,0.6%,8%
CCc1ccc(S(=O)(=O)Nc2cc3c(cc2N2CCOCC2)n(C)c(=O)c(=O)n3C)cc1,1%&-3%,-14%&1%,0%&-8%,6%,?,-1%,0%&4%,10%&7.5%,-2%[56.9 µM]
c1ccc2c(c1)nc1sccn12,-1%,2%,-3%,1%,7%,-4%,-3%,-0.2%,28%
NCCCCCc1nnc(SCC(=O)c2ccc(Cl)cc2)o1,·,-1%,-1%,-29%,0%,-7%,1%,1.7%,-24%
CNC(=O)/C(=C/c1ccc2c(c1)OCO2)NC(=O)c1ccc(Br)cc1,2%,-12%,9%,-19%,?,-16%,-2%,1.1%,-7%
Cc1ccc(NCN2C(=O)C3CC=C(Cl)CC3C2=O)cc1 (stereo not given),0%,-3%,5%,-16%,12%,-16%,0%,0.0%,-3%
COc1cccc(CSc2nc3n(n2)C(c2cccs2)C(C(=O)Nc2ccccc2C)=C(C)N3)c1 (stereo not given),1%,-20%,-1%,16%[57.1 µM],-27%,-3%[57.1 µM],0%,-0.7%,15%
COc1ccc(-c2nnc3c4ccccc4c(C)nn23)cc1S(=O)(=O)N1CCN(CCO)CC1,-6%,-10%,7%,11%,?,20%,-1%,21%,-14%
COC(=O)c1ccc(COc2cccnc2[N+](=O)[O-])cc1,4%,-18%,3%,10%,-9%,-6%,1%,-0.8%,-7%
Cc1nn(CCCC(=O)Nc2cnn(Cc3ccc(F)cc3)c2)c(C)c1[N+](=O)[O-],-5%,-12%,4%,11%,13%,3%,2%,3.6%,-1%
COCCN1CCC(CO)C1 (stereo not given),1%,-7%,1%,28%[11.4 µM],-6%,14%[57.1 µM],0%,·,2%
COCCC(=O)N1CCCC(C(=O)c2ccc(C(F)(F)F)cc2)C1 (stereo not given),7%,?,2%,-2%,42%[activator],-4%,-1%,-1.0%,0%
COc1ccccc1-c1nc(-c2ccc(C)nc2OC)no1,-4%,0%,3%,3%[57.1 µM],7%,3%[57.1 µM],-8%,-0.2%,33%
C/C(=N\O)C(=O)NCCCn1ccnc1,2%,-2%,-2%,16%[57.1 µM],-12%,9%[57.1 µM],0%,1.7%,-33%
Cc1c(C(=O)NCc2ccccn2)sc2nc(-c3ccc(F)cc3)cn12,-4%,-10%,5%,-12%,-11%,-2%,-6%,-0.7%,34%
COCCNC(=S)NC12CC3CC(CC(C3)C1)C2,0%,-3%,3%,6%,-20%,4%,-13%,-0.1%,-15%
Cc1ccccc1C1c2[nH]c3ccccc3c2C[C@H]2C(=O)N(c3ccccc3C(=O)NCCN3CCOCC3)C(=O)N12 (stereo not given in full),-6%,-9%,-7%,10%,-19%,5%,-7%,0.3%,-6%
Cc1ccc(NC(=O)Cn2cc(C(=O)C3CC3)c3ccccc32)cc1,-6%&2%,?,-3%&28%,-11%&9%,-1%&3%,-6%&1%,2%&8%,10µM*!,-6%&-4%
CCOc1ccc2nc(Cl)c(/C=C/C(=O)c3ccco3)cc2c1,2%,-27%,-4%,?,?,1%,-13%,-1.3%,?
Cc1cccc(-c2c(O)cc(=O)[nH]c2Cl)c1,9%,-3%,0%,-16%[57.1 µM],?,-2%[57.1 µM],0%,-0.4%,-5%
COCCNC(=O)c1cc(Br)ccc1Cl,-1%,-14%,4%,10%,-4%,3%,1%,-0.4%,4%
CN(C)c1cc[n+](CC[n+]2ccc(N(C)C)cc2)cc1,1%,12%,0%,26%[57.1 µM],2%,7%[57.1 µM],2%,0.1%,-12%
O=C(c1ccc2c(c1)OCO2)N(Cc1cccs1)C1(C(=O)NC2CCCCC2)CCCCC1,11%,-11%,4%,-1%[57.1 µM],-6%,5%[57.1 µM],-9%,3.1%,7%
COc1ccccc1NC(=O)CCc1nc(-c2ccccc2F)no1,6%,-9%,5%,7%[57.1 µM],25%,-6%,0%,1.6%,3%
Nc1n[nH]c(-c2ccccc2[N+](=O)[O-])n1,-2%,-15%,0%,-5%,19%,-6%,-5%,-0.5%,-3%
Cc1ccc(S(=O)(=O)C(CNC(=O)c2ccc(C(F)(F)F)cc2)c2ccco2)cc1 (stereo not given),-4%,3%,1%,0%[57.1 µM],?,1%[57.1 µM],2%,1.3%,-26%
O=C(CCNC(=O)c1ccc(Cl)cc1)Nc1ccc(S(=O)(=O)N2CCCCC2)cc1,-15%,-18%,3%,15%[57.1 µM],-12%,7%[57.1 µM],-5%,0.0%,3%
CSc1nc2c(c(=O)[nH]1)C(c1cccc(F)c1F)CC(=O)N2 (stereo not given),0%,-19%,-17%,-4%,-10%,-1%,1%,4.0%,0%
CCOc1ccccc1NC(=S)NC(=O)CCCOc1ccc(Cl)cc1Cl,-2%,-18%,17%,?,?,-10%[57.1 µM],-13%,1.4%,-10%
CS(=O)(=O)N(CC(=O)Nc1ccc(S(=O)(=O)N2CCOCC2)cc1)c1ccccc1Cl,-4%,-18%,7%,24%[57.1 µM],0%,8%[57.1 µM],1%,1.5%,-5%
CSc1nc2c(c(=O)[nH]1)C(c1cccc(Cl)c1)CC(=O)N2 (stereo not given),-6%,-9%,-2%,-2%[57.1 µM],-2%,-3%[57.1 µM],6%,-0.3%,10%
COC(C[C@@H](O)C[C@H](O)COCc1ccccc1)OC,2%,?,-7%[38.3 µM],-4%,0%,-4%,0%,0.0%,-21%
COC(=O)c1c(-c2cccs2)csc1NC(=O)COc1ccc(C(C)(C)C)cc1,-3%,-25%,22%,10%,-14%,0%,1%,3.7%,?
COc1ccc(CCC(C)NC(=O)Cc2ccc(OC)c(OC)c2)c(OC)c1 (stereo not given),-5%,-3%,8%,17%,19%,5%,2%,-1.2%,0%
COCCN(C(=O)c1cc(-c2ccncc2)nc2ccccc12)c1c(N)n(CC(C)C)c(=O)[nH]c1=O,0%,-2%,3%,11%,?,2%,-5%,1.0%,25%
COC(=O)c1ccc(CN2CCCC(CO)(Cc3ccc(F)cc3F)C2)cc1 (stereo not given),3%,-4%,-4%,24%,?,4%,3%,-1.6%,29%
COc1ccc(C2c3c(n(C)c4ccccc34)C(=O)N2CC(=O)Nc2c(C)cc(C)cc2C)cc1 (stereo not given),-4%,-11%,?,11%,?,-3%,1%,4.4%,19%
COc1ccc(Cl)cc1C(=O)Nn1c(-c2cccs2)nc2ccccc2c1=O,3%,-15%,1%,22%,-1%,2%,0%,0.9%,-7%
Cc1cccc(Oc2c(C=O)c3ccccc3n2C)c1,-7%,0%,3%,5%[57.1 µM],?,8%[57.1 µM],-1%,0.5%,10%
CCOc1ccc(C(=O)Nc2ccc(S(=O)(=O)NCC3CCCO3)cc2)cc1OCC (stereo not given),-7%,0%,-6%,5%,62%[activator],-5%,3%,0.1%,23%
CCN1C(=O)C(O)(CC(=O)c2ccccn2)c2ccccc21 (stereo not given),-6%,-11%,6%,-15%,0%,-11%,-4%,-1.1%,-31%
COc1ccc(-c2csc(Nc3ccc(S(=O)(=O)Nc4cc(C)on4)cc3)n2)cc1C,1%,?,7%,-17%,?,-9%,-18%,1.9%,-41%
Cc1ccc(C2=NN(S(=O)(=O)c3ccccc3)C(c3ccco3)C2)cc1 (stereo not given),-4%,-24%,-7%,18%,243%[activator],-3%,-1%,-2.2%,1%
COc1cccc(N2CCN(C(=O)c3cnc4c(C)cccn4c3=O)CC2)c1,-2%,-17%,11%,5%[57.1 µM],3%,2%[57.1 µM],1%,2.3%,15%
O=C(Nc1ccc2c(c1)OCO2)O[C@@H]1C[C@H]2CCCC(=O)N3CC[C@@H](C1)[C@@H]23,-1%,-14%,-9%,16%,30%[activator],0%,0%,-0.8%,4%
Cc1cc(CN(C)C(=O)c2cc(COc3ccc(F)cc3Cl)on2)n[nH]1,11%,-7%,1%,18%[57.1 µM],-11%,-13%,0%,1.3%,-8%

# Limited to IDH1 R132H inh, Vif-A3F inh and RGS4 inhibitor, for three of the compounds above:
molecule	IDH1 R132H inh	Vif-A3F inh	RGS4 inhibitor
CCOc1ccc(C(=O)Nc2ccc(S(=O)(=O)NCC3CCCO3)cc2)cc1OCC (stereo not given)	-6%	-7%	23%
CCN1C(=O)C(O)(CC(=O)c2ccccn2)c2ccccc21 (stereo not given)	6%	-6%	-31%
COc1ccc(-c2csc(Nc3ccc(S(=O)(=O)Nc4cc(C)on4)cc3)n2)cc1C	7%	1%	-41%
